Assay outcomes (PubChem BioAssay)
HADH2 inhib = inhibitors of human HADH2 dehydrogenase; Q99714; recombinant HADH2, NADH fluorescence, beta-hydroxybutyryl-CoA; Potency, µM (highest dose often 57.1 µM), for inactives: top-dose activity change, negative = inhibition, hits mostly inhibitors; 73,000 compounds, 3.4% hits; also: potency is read from the fitted curve at half-maximal effect; % is scaled to controls: 0 for no effect and ±100 for the full control effect; nearly all actives have a fitted effect of over 60% in size; many of its hits are not listed in these tables
Target sequence (Q99714 whole entry, looked up, one chain of several): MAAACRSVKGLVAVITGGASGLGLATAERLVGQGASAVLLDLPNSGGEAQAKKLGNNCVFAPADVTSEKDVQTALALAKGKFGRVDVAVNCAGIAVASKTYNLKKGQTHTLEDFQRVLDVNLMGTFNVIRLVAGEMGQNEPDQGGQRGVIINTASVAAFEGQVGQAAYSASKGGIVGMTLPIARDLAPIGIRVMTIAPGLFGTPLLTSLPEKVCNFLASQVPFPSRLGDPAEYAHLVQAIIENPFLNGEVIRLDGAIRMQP
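Buffer 100 mM Tris-HCl pH 9.0/0.01% Tween-20; HADH2 20 nM; NAD+ 1 mM; beta-hydroxybutyryl-CoA 90 uM (all final). 15 min cpd preincubation, RT.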
15-hLO inh = inhibitors of human 15-lipoxygenase (ALOX15); Potency, µM (doses to about 57.1 µM), inactives show top-dose activity change, negative = inhibition, most hits filed as inhibitors; 74,000 compounds, 1.4% hits; purified 15hLO-1, xylenol orange hydroperoxide absorbance; P16050; AID 887; also: potency is read from the fitted curve at half-maximal effect; % is scaled to controls: 0 for no effect and ±100 for the full control effect; nearly all actives have a fitted effect of over 55% in size
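Purified human 15hLO-1 (40 nM final) in 25 mM Hepes pH 7.5, 0.01% Triton X-100 was preincubated with compound 15 min at room temperature, then reacted 6 min with 50 uM arachidonic acid; hydroperoxide detected by Fe-XO, 573/405 nm absorbance ratio.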
Tau filament bind = tau filament binding | Potency, µM (series often up to 57.1 µM), without a hit: top-dose activity change, negative = inhibition | 71,000 compounds, 2% hits | P10636 | recombinant tau filaments, thioflavin S fluorescence, 15 h; filaments grown with octadecylsulfate alongside compound | AID 596;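 also: potency is read from the fitted curve at half-maximal effect; % is scaled to controls: 0 for no effect and ±100 for the full control effect; actives lower thioflavin S fluorescence by blocking filaments or displacing dye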
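Quantitative HTS: thioflavine S signal from ODS-induced tau filaments, excited at 450 nm, emission 510 nm. Conditions: 1 uM tau, 30 uM ODS, 15 h at 37 C, pH 7.4.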
FLuc inh = firefly luciferase inhibition | P08659 | purified firefly luciferase, luminescence, 8 min | Potency, µM (doses to about 57.1 µM), inactives show top-dose activity change, negative = inhibition, most hits filed as inhibitors | 72,000 compounds, 2.2% hits | AID 411; also: potency is read from the fitted curve at half-maximal effect; % is scaled to controls: 0 for no effect and ±100 for the full control effect; nearly all actives have a fitted effect of over 40% in size
Target sequence (P08659 whole entry, looked up): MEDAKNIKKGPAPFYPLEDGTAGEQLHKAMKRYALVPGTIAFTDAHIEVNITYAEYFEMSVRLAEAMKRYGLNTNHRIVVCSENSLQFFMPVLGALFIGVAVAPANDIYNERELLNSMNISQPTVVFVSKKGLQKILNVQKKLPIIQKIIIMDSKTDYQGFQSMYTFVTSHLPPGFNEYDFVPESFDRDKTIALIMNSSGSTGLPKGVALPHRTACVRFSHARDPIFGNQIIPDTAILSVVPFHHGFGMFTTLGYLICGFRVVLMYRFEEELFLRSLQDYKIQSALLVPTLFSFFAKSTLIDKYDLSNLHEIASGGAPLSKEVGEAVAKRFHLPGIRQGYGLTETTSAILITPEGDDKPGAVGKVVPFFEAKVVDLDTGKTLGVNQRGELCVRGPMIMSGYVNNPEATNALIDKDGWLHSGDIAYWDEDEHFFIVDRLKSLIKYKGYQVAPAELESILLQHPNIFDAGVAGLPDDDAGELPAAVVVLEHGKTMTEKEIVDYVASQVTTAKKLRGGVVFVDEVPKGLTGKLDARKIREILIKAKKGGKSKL
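qHTS concentration-response profiling: light output of P. pyralis luciferase with luciferin and 10 uM ATP, imidazole buffer pH 7.2. Read by luminescence after 8-min room-temperature incubation.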
HBB splicing = modulators of hemoglobin beta chain splicing; HBB splicing reporter cell assay, activation; EGFP reporter with mutant IVS2-654 intron; response scale: normalised to 500 nM splice-correcting PNA; Potency, µM (titrated, usually from 46.1 µM), inactives show at the top dose activation, most hits filed as activators; 65,000 compounds, 0.06% hits; AID 925; also: potency is read from the fitted curve at half-maximal effect; 0% is about no effect
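HeLa cells stably expressing EGFP interrupted by mutant beta-globin intron 2 (IVS2-654), 500/well in 2% FCS. Treated with compound for 2 days at 37C. Splicing correction scored as total well GFP intensity (488 nm excitation, 500-520 nm emission); 500 nM antisense PNA served as control.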
Hsp90 Hop PPI = changes Hsp90-Hop TPR2A binding signal, up or down. AlphaScreen TPR2A-His6 binding biotin-Hsp90 C-terminal peptide. Potency, µM (series often up to 57 µM), without a hit: at the highest dose activity change, negative = inhibition. 71,000 compounds, 0.44% hits; active = well fitted curve in either direction with a large enough effect; inconclusive = small, poorly fitted or top-dose-only effect, or another doubt; also: potency is read from the fitted curve at half-maximal effect; % is scaled to controls: 0 for no effect and ±100 for the full control effect; many of its hits are not listed in these tables
CRE Fsk mod = modulators of forskolin-stimulated CRE signaling in CHO cells. AID 662. CHO CRE-bla reporter (cAMP response element driving beta-lactamase), forskolin EC10, beta-lactamase ratio. 71,000 compounds, 2.5% hits. Potency, µM (series often up to 38.2 µM), inactives show at the top dose activity change, negative = inhibition, hits mostly activators; active = well fitted activation curve with a large enough effect in the signal ratio, with a control signal flat, not every such curve was filed as active; inconclusive = small, poorly fitted or top-dose-only effect, or effect the other way, or a change in a side signal; the % refers to the signal ratio; also: potency is read from the fitted curve at half-maximal effect; % of control where 0% means no effect
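Cells were plated overnight at 37 °C, exposed to compound titrations plus EC10 NKH 477 for 3 h, then given CCF4 dye for 2 h at room temperature. Blue/green (460/530 nm) ratio was converted to %Activity and AC50 values calculated.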
Rhodamine fluor = compound autofluorescence in rhodamine spectral region. max dye-equivalent concentration, M. AID 594. Rhodamine-region fluorescence, 547/598 nm, Tris buffer; stronger effect = higher value. 59,000 compounds, 0.05% hits; in the data active = max dye-equivalent concentration above about 11 nM; inconclusive = between about 1.1 nM and that limit
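Intrinsic compound fluorescence, ex 547 / em 598 nm, CCD imager. Tris 100 mM pH 8.0; 15 min RT. Output = rhodamine dye-equivalent concentration at each compound concentration.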
DNA Pol III inh = DNA polymerase III holoenzyme inhibition. Potency, µM (top dose mostly 57.1 µM), for inactives: at the highest dose activity change, negative = inhibition. 71,000 compounds, 0.25% hits. reconstituted DNA polymerase III holoenzyme replication, biochemical; also: potency is read from the fitted curve at half-maximal effect; % is scaled to controls: 0 for no effect and ±100 for the full control effect
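Reconstituted *E. coli* holoenzyme (0.35 nM Pol III, 1 nM beta, 154 nM SSB, 2 nM primase) was preincubated with compound for 15 min at RT. Synthesis on 1.4 nM ssM13Gori ran 35 min, then was stopped with PicoGreen/EDTA and read as dsDNA fluorescence.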
TexasRed autofl = compound fluoresces in the Texas Red spectral region; max dye-equivalent concentration, M; Compound fluorescence, Texas Red channel, 547/618 nm; stronger effect = higher value; 59,000 compounds, 0.06% hits; AID 587; in the data active = max dye-equivalent concentration above about 10 nM; inconclusive = between about 1.1 nM and that limit
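Texas Red-region profiling: compounds in 100 mM Tris pH 8.0 were read at 547/618 nm after 15 min at room temperature. Intensities were normalized against a six-point Texas Red standard series to give dye-equivalent concentration.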
ERK AVP inh = inhibitors of vasopressin-stimulated ERK signaling pathway | AID 995 | Potency, µM (top dose mostly 57.5 µM), inactives show top-dose activity, negative = inhibition, usual class: inhibitors | HEK293-V1b, vasopressin-stimulated pERK AlphaScreen | 72,000 compounds, 0.99% hits; also: potency is read from the fitted curve at half-maximal effect; % is scaled to controls: 0 for no effect and ±100 for the full control effect; nearly all actives have a fitted effect of over 55% in size
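Overnight-seeded V1b-HEK293 cells in 1% FBS got compound, then vasopressin (25 nM final, 5 min, 37C), then lysis buffer. AlphaScreen detection of phospho-ERK; activity normalized to basal and full-stimulation controls.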
An asterisk follows results filed as active; i = inactive; ? = inconclusive; . = no result given; [ ] = another dose, or the depositor's remark. Unless noted, calls follow the shape of the dose curve; as a rule, active = well fitted curve in the direction sought with a large enough effect; inconclusive = small, poorly fitted or top-dose-only effect, or another doubt; inactive = no such curve, though single readings can be large; an effect the other way counts as inactive or inconclusive.

Order of values: HADH2 inhib, 15-hLO inh, Tau filament bind, FLuc inh, HBB splicing, Hsp90 Hop PPI, CRE Fsk mod, Rhodamine fluor, DNA Pol III inh, TexasRed autofl, ERK AVP inh
- FC(F)(F)COc1nc(OCC(F)(F)F)nc(N2CCN(c3ccccc3)CC2)n1
 : 4%, 0%, -7%, -2%, -3.1%, 15%, 3%, i, -2%, ?, 20%
- O=C1CCc2cc(S(=O)(=O)NCCC(=O)N3CCN(c4cccc(Cl)c4)CC3)ccc2N1
 : 3%, -8%, -14%, 0%, -2.4%, -5%, ?, i, -4%, i, 19%
- CCC1(C)Cc2c(sc3nc(SCC(=O)O)[nH]c(=O)c23)CO1 (stereo not given)
 : 9%, 2%, -2%, -20%, 0.3%[57.5 µM], ?, -1%, i, -6%, i, -4%
- COCc1nnc(NS(=O)(=O)c2ccc(NC(C)=O)cc2)s1
 : -7%, 3%, 2%, 0%, -2.8%, 2%, -7%, i, -1%, i, 11%
- Cc1ccccc1NC(=O)C1CCCN1S(=O)(=O)c1cccc2cccnc12 (stereo not given)
 : -3%, 1%, 8%, 0%, 0.3%, -2%, -5%, ., 0%, ., 5%
- O=C(c1cnn2c(C(F)(F)F)cc(-c3ccccc3)nc12)N1CCOCC1
 : -6%, -2%, -6%, 2%, -2.4%, -3%, 7%, ., -1%, ., -3%
- CCc1nc(C)cn1S(=O)(=O)c1ccc(Cl)c(Cl)c1Cl
 : -11%, -5%, -12%, -3%, -5.5%, 3%, 5%, ., 0%, ., -22%
- COc1ccc2cc3c(N)c(C(=O)N4CCCC4)sc3nc2c1
 : -4%, ?, 20µM*, ?, 0.4%, -5%, ?, i, -11%, i, -20%
- Cc1cccc(-n2c(O)c(C=NCCCN3CCOCC3)c3ccccc3c2=O)c1
 : ?, 3%, 12%, 0%, -2.3%[57.5 µM], -7%, ?, i, -4%, i, ?
- CS(=O)(=O)c1nc(-c2cccs2)cc(C(F)(F)F)n1
 : 13µM*, -18%, -22%, -2%, -3.9%, 1%, ?, i, 0%, i, ?
- COc1ccc(CCNC(=O)c2cc(-c3cc(C)c(C)cc3O)n[nH]2)cc1OC
 : 9%, -7%, 377%, 1%, -0.1%, -5%, ?, i, -10%, i, -22%
- CC1CCN(S(=O)(=O)c2cn(CC(=O)N3CCN(C)CC3)c(=O)c3ccccc23)CC1
 : 3%, -14%, -3%, 1%, 0.2%, -6%, -2%, i, -2%, i, 14%
- c1ccc(CNc2ccc3ccccc3n2)nc1
 : ?, -17%, -9%, 25µM*, -1.2%[9.22 µM], ?, 4%, ., -5%, ., -27%
- COc1nc(NCc2ccc(Cl)cc2)nc(OC)n1
 : 3%[11.4 µM], -3%[11.4 µM], 6%[11.4 µM], 2%, -5.1%[0.0738 µM], -3%[11 µM], ?, ., 1%[11.4 µM], ., -33%
- CC1C2CC(CC1(C)C)N(C(=O)Nc1ccc3nccnc3c1)C2 (stereo not given)
 : ?, -5%, -22%, -3%, -0.5%, 1%, ?, ., -1%, ., ?
- COc1cccc(OCc2nnc(SCC(=O)OCc3ccccc3)o2)c1
 : ?, -13%, 5%, -4%, 0.1%[57.5 µM], ?, -5%, i, -6%, ?, 3%
- CCCC(O)(CCN1CCOCC1)c1ccc(Br)cc1 (stereo not given)
 : 1%, -2%, -10%, 2%, -0.3%, 1%, -8%, i, -4%, i, -13%
- O=C(NC1CCN(Cc2ccccc2)CC1)c1ccc(I)cc1
 : -8%, -8%[25.6 µM], -24%, -1%, ., 0%, -18%, ., -4%, ., ?
- O=C(CN1CCN(c2ccccc2)CC1)Nc1nnc(-c2ccccc2)s1
 : 6%, 5%, -6%, 1%, -0.1%[57.5 µM], -2%, -16%, i, -7%, ?, 18%
- CN(C)CCCNC(=O)Cc1ccc(Br)cc1
 : 3%, 15%, -11%, 0%, -3.6%, -4%, -10%, i, -4%, ?, 15%
- CC(C)C(OC(=O)c1cccs1)C(=O)NCc1ccco1 (stereo not given)
 : 6%, 2%, -4%, -1%, ., 0%, -9%, i, -3%, i, -12%
- CCN(CC)C(=O)COc1ccc(-c2nnc(N3CCCCC3)c3ccccc23)cc1
 : 0%, 4%, 14%, -4%, -0.4%, -2%, 6%, i, -5%, ?, -20%
- Cc1cccc(NC2SC(=O)N(c3ccccc3)C2=O)c1 (stereo not given)
 : -20%, -10%, -4%, 0%, 0.1%[9.22 µM], -3%, -1%, ., -2%, ., ?
- CSc1nc2ccccc2n1Cc1cccc(F)c1
 : 0%, -9%, 1%, 3%, -1.0%, 9%, ?, i, 0%, i, -12%
- CCOC(=O)c1cccc(NC(=O)CSc2nnc(-c3ccoc3C)n2CC)c1
 : 3%, 4%, 2%, 0%, -3.0%, -6%, 2%, i, -3%, ?, -2%
- CCC1CCCCN1CCCNC(=O)CC1Oc2ccc(C)cc2NC1=O (stereo not given)
 : ?, 1%, -7%, 1%, 1.2%, 1%, 2%, ., -6%, ., -3%
- COC(=O)Cn1c(CCC(=O)O)ccc1-c1ccccc1
 : -4%, -28%, 12%, 2%, -0.5%, -1%, -7%, ., -3%, ., -10%
- CCNc1nc(N2CCCCC2)nc(-n2nnc(C(=O)OCC)c2C)n1
 : 8%, -13%, 58%, 1%, -0.5%, -3%, ?, i, -3%, i, ?
- Fc1ccc(-c2nnc3sc(-c4ccc5c(c4)OCO5)nn23)cc1
 : 25µM*, -2%, 69%, -3%, -0.2%[57.5 µM], -2%, ?, i, 0%, i, 6%
- CCOC(=O)N1CCN(C(=O)CCS(=O)(=O)c2ccc(Br)s2)CC1
 : 0%, 4%, -4%, 3%, 6.3%, 2%, 14%, i, -4%, i, -10%
- O=C(NCc1ccco1)c1ccc(Cl)c(S(=O)(=O)N2CCOCC2)c1
 : 8%, 5%, -14%, -2%, -0.4%, -5%, -5%, i, -6%, i, -10%
- CCCCOc1cc(=O)[nH]c(=O)[nH]1
 : -13%, 1%, -6%, 0%, 1.1%, -8%, -2%, i, -4%, i, -3%
- CC(C)(C)n1ncc2c(=O)n(CC(=O)NCc3ccccc3Cl)cnc21
 : 4%, 1%, 5%, 25µM*, 4.4%, -9%, -1%, i, -3%, i, ?
- CC1(C)CC(=O)c2sc(N3CCCCC3)nc2C1
 : -2%, 5%, -3%, -9%, 5.5%[1.84 µM], 3%, ?, i, 2%, i, -11%
- COc1ccc2c(c1)O[C@H](c1cccc(C(F)(F)F)c1)[C@@H](O)C2=O
 : 8%[11.4 µM], 6%[11.4 µM], ., 1%[11.4 µM], 0.1%[9.22 µM], ., ., ., ., ., 10%[11.5 µM]
- COc1ccc(CNc2ncncc2-c2ccccc2OC)c(OC)c1
 : -19%, -6%, 4%, 0%[2.29 µM], -2.4%, -3%, 12%, i, -10%, i, ?
- CC1CCN(C(=O)c2cc(-c3ccccc3O)on2)CC1
 : -5%, -18%, 10%, 10µM*, 0.5%, -1%, 5%, ., -2%, ., 6%
- CCOC(=O)c1[nH]c2ccc(C)cc2c1NC(=O)CN1CCCCC1
 : ?, -2%, -2%, -3%, ., -4%, 2%, i, -2%, i, -23%
- Cc1nc2ccc(C(=O)c3ccccc3)cc2[nH]1
 : 3%, 6%, -2%, -8%, -1.0%, -1%, 2%, ., -10%, ., -10%
- COCc1nnc(NC(=O)CS(=O)(=O)Cc2ccccc2)s1
 : -19%, 5%, 1%, 3%, 0.7%, -1%, -10%, i, -8%, i, -23%
- CSc1ccccc1NC(=O)c1ccccc1N(C)S(C)(=O)=O
 : 10%, 1%, 2%, -2%, 1.8%, -2%, 0%, i, 0%, i, 4%
- Cn1c(SCC(=O)N2CCc3ccccc32)nc2cccnc21
 : 9%, -9%, -10%, -2%, -1.3%, -1%, ?, i, 0%, i, -13%
- CC(C)Oc1ccc(C2C(C(=O)c3ccco3)=C(O)C(=O)N2Cc2cccnc2)cc1 (stereo not given)
 : -17%, 1%, -3%, 1%, 1.0%[1.84 µM], -3%, -2%, i, 3%, ?, -5%
- Cc1c2cccc(Sc3ccccc3)c2c2c3c(cccc13)[S+](c1ccccc1)C2 (stereo not given)
 : 2%[11.4 µM], -1%[11.4 µM], 12%[11.4 µM], 3%[11.4 µM], 1.5%[9.22 µM], 5%[11 µM], ?, i, 1%[11.4 µM], ?, 2%[11.5 µM]
- O=C(CSc1ccc2nnc(-c3ccc(F)cc3)n2n1)N1CCOCC1
 : -4%, 6%, -20%, 1%, 0.7%, -4%, -2%, ., -1%, ., .

A portion of the library (hit frequency here may not be typical).
